# High-throughput results from PubChem.
# UHRF1 MBD2 ctr = UHRF1 methyl-DNA binding inhibition. hit rate 0.75% among 370,000. inhibition, % at 4.4 µM. UHRF1 binding to methylated oligo, TR-FRET. AID 687016; in the data active means inhibition above about 21%;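 further: UHRF1 SRA domain binding a hemimethylated CpG hairpin DNA probe; 0% = median of test compound wells and 100% = reference inhibitor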
# HTRA1 inh = HTRA1 (human) protease inhibition; recombinant HTRA1, FP-rhodamine activity-based probe, fluorescence polarization; AID 504803; Q92743; inhibition, % at 5.96 µM; hit rate 0.5% among 340,000; in the data active means inhibition above about 36%;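 further: 0% = enzyme with DMSO and 100% = wells lacking enzyme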
# mABHD4 FP = ABHD4 (mouse) inhibition, primary FP screen; Q8VD66; purified mABHD4, FP-Rh probe fluorescence polarization; inhibition, % at 8.92 µM; hit rate 0.54% among 370,000;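 active means inhibition exceeding the mean over every tested compound plus 3 SD, cut at about 30% in these data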;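 further: 0% = plate median of compound wells and 100% = S159A mutant with DMSO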
# Target sequence (Q8VD66 whole entry, looked up): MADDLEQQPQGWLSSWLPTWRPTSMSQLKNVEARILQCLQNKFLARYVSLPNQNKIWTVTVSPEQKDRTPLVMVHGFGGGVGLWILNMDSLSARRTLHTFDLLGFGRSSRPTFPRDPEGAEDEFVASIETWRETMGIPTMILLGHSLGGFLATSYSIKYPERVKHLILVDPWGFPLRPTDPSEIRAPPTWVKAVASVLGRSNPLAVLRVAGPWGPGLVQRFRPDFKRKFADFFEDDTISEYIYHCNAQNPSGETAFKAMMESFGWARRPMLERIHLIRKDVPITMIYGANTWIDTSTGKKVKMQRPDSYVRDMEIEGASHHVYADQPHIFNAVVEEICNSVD
#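 Assay system: mABHD4 protein; medium: HEPES pH 7.0, NaCl, Pluronic buffer; dosing: 8.92 µM, single dose; schedule: 45 min + 60 min at 25 °C; signal: FP readout, ex 525 nm / em 598 nm; read-out: normalized percent inhibition of probe labeling; repeats: single replicate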
# PG9 binder = small molecules binding HIV-1 gp120 antibody PG9; TR-FRET gp120-PG9 antibody binding; inhibition, % at 6.7 µM; hit rate 0.43% among 360,000; in the data active means inhibition above about 8.5%
# LEDGF integ inh = blocks HIV-1 LEDGF/p75-dependent DNA integration; AID 743269; inhibition, % at 3.7 µM; TR-FRET IN-LEDGF/p75 DNA integration, Eu/Cy5; hit rate 0.64% among 370,000;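 active means inhibition above the screen-wide mean plus 3 SD, cut at about 13% in these data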;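 further: signal is the Cy5 over europium emission ratio at 671 and 618 nm; 0% = plate median of compound wells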
# MBD2 DNA inh = MBD2-methylated oligo binding inhibition. Q9UBB5. TR-FRET, MBD2 binding to methylated oligonucleotide. inhibition, % at 4.4 µM. hit rate 0.31% among 370,000. AID 686964; in the data active means inhibition above about 13%
# Target sequence (Q9UBB5 whole entry, looked up): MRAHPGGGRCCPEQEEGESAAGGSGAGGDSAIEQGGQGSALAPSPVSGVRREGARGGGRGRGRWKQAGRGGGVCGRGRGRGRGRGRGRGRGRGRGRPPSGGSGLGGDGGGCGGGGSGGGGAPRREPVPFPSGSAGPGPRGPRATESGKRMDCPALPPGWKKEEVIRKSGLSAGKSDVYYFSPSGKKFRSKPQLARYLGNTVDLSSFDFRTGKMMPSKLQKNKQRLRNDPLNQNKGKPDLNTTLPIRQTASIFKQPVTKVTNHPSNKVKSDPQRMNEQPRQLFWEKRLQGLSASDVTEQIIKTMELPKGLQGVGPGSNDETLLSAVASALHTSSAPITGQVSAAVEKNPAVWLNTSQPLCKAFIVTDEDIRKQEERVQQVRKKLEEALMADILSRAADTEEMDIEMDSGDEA
# TCR-CD3 inh = human TCR-CD3 binding inhibition; TAMRA-labeled TCR probe fluorescence, biochemical; inhibition, % at 9.4 µM; hit rate 0.37% among 360,000; in the data active means inhibition above about 19%;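 further: recombinant mutant TCR 2C K166C tagged with TAMRA read by polarization; 0% = receptor in buffer alone and 100% = receptor with positive control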
# NR1D1 modulator = modulators of human Rev-erb alpha DNA binding; P20393; Rev-erbα–FITC-DNA binding, fluorescence polarization, 90 min; activity, % at 10 µM; hit rate 0.79% among 370,000; AID 1259318;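 active means activity above about 14%, limit read from the data; passing the limit was not always enough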;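 further: 0% = DMSO wells with 35 nM protein and 100% = DMSO wells with 750 nM protein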
# PRMT1 inh = blocks human protein arginine methyltransferase 1; inhibition, % at 2.79 µM; hit rate 1.3% among 370,000; AID 652257; recombinant PRMT1, activity-based probe fluorescence polarization;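 active means inhibition above about 21% made by adding two undisclosed values, limit read from the data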
# rCAG RNA binder = molecules binding r(CAG) RNA repeats | hit rate 1.3% among 370,000 | r(CAG) RNA repeat, TO-PRO-1 dye displacement fluorescence | inhibition, % at 3 µM | AID 651821;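 active means inhibition above the plate cutoff, the mean of all test compounds on that plate plus 3 SD, cut at about 35% in these data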;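 further: 0% = DMSO alone and 100% = 100 µM mitoxantrone as full dye displacement; higher means more dye released from RNA so lower well fluorescence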
# The depositor's hits bear a star; / = no result given. An excerpt; the hit share may differ from the screen's.
SMILES,UHRF1 MBD2 ctr,HTRA1 inh,mABHD4 FP,PG9 binder,LEDGF integ inh,MBD2 DNA inh,TCR-CD3 inh,NR1D1 modulator,PRMT1 inh,rCAG RNA binder
COc1cccc(NC(=O)CN(C)C(=O)CCCNC(=O)c2ccc(Cl)cc2)c1,18,-2,1,-1.1,1,0,6,-1,2,3
CCn1ccnc1CN1CCCCC1C(=O)Nc1ccc(Oc2cccnc2)cc1 (configuration not stated),2,-1,-2,2.4,-1,-4,-5,-1,5,-10
COc1ccc(/C=C2/CCCc3ccccc3C2=O)cc1,-1,-23,7,-1.8,-2,-7,0,0,-1,2
CSCCC(NS(=O)(=O)c1cccc(C(F)(F)F)c1)C(=O)N1CCN(C(=O)c2ccco2)CC1 (configuration not stated),-3,1,-4,-1.2,2,0,2,-7,-4,2
C=C1CCN([C@@H](CC(C)C)C(=O)NCc2ccc(Cl)cc2)S(=O)(=O)c2ccccc21,-1,-23,-6,-1.2,1,-4,3,-5,0,-2
COc1ccc(Nc2nc3ccccc3nc2-n2nc(C)cc2C)cc1,1,2,3,-2.7,-3,0,-8,0,2,-1
CCNc1nc(SCC(=O)Nc2ccc(Cl)c(Cl)c2)nc(N(C)C)n1,4,-11,-12,-0.4,3,3,-8,1,-2,4
CCN(CCC(=O)Nc1cc(OC)cc(OC)c1)Cc1ccccc1,0,-2,8,1.3,-1,1,-3,-1,0,-6
CCOC(=O)CSc1nc(C(C)(C)C)cc(C(F)(F)F)c1C#N,1,5,-6,-0.7,-1,-5,2,10,-2,-6
OC(c1ccccc1)(c1ccccc1)C1CCN(CCCNc2ccccc2F)CC1,0,/,3,/,-3,1,/,-2,1,2
O=C(NCCOc1ccc(F)cc1)c1ccccc1SCc1ccccc1,3,-20,-19,2.2,1,6,-2,2,13,-2
COc1ccc(S(=O)(=O)N2CCN(c3ccc(C)cc3C)CC2)cc1OC,-1,-19,-9,-1.4,1,1,5,6,-2,2

# The last 6 records of the part before open the next one.
SMILES,UHRF1 MBD2 ctr,HTRA1 inh,mABHD4 FP,PG9 binder,LEDGF integ inh,MBD2 DNA inh,TCR-CD3 inh,NR1D1 modulator,PRMT1 inh,rCAG RNA binder
CCNc1nc(SCC(=O)Nc2ccc(Cl)c(Cl)c2)nc(N(C)C)n1,4,-11,-12,-0.4,3,3,-8,1,-2,4
CCN(CCC(=O)Nc1cc(OC)cc(OC)c1)Cc1ccccc1,0,-2,8,1.3,-1,1,-3,-1,0,-6
CCOC(=O)CSc1nc(C(C)(C)C)cc(C(F)(F)F)c1C#N,1,5,-6,-0.7,-1,-5,2,10,-2,-6
OC(c1ccccc1)(c1ccccc1)C1CCN(CCCNc2ccccc2F)CC1,0,/,3,/,-3,1,/,-2,1,2
O=C(NCCOc1ccc(F)cc1)c1ccccc1SCc1ccccc1,3,-20,-19,2.2,1,6,-2,2,13,-2
COc1ccc(S(=O)(=O)N2CCN(c3ccc(C)cc3C)CC2)cc1OC,-1,-19,-9,-1.4,1,1,5,6,-2,2
CCN(CC)S(=O)(=O)c1cccc(N=Nc2c(O)c3ccccc3oc2=O)c1,-1,-1,2,0.5,-1,-4,3,-2,-1,1
O=C(O)c1ccc(CSc2nnc(-c3ccccc3Br)o2)cc1,-1,-4,-4,-0.6,0,1,7,2,2,6
COc1ccc(-c2ccccc2)cc1NC(=O)c1ccncc1,5,-11,-8,1.6,1,3,0,3,4,2
O=C(O)c1ccc(Nc2ccc(F)c(F)c2)c([N+](=O)[O-])c1,-1,2,32*,-1.4,-1,-5,-4,2,0,2
Cc1cc(=O)oc(C)c1C(=O)NCCC1=CCCCC1,3,2,2,1.8,2,-1,4,-2,1,-6
C(=C\c1ccccc1)/CN1CCN(C(c2cccc3ccccc23)c2nnnn2C2CCCC2)CC1 (configuration not stated),0,/,6,-2.6,-2,-1,-2,1,-2,9
O=C1C(=O)c2ccc(-c3ccccc3)cc2-c2ccccc21,0,-7,6,-0.7,-3,-1,-1,-14,0,6
COc1ccc(-c2cc(CN3C(=O)c4ccccc4C3=O)on2)cc1,-1,5,-3,5.8,-1,-3,4,9,0,2
Fc1cccc(Cl)c1CSc1nnc(CNc2ccccc2)o1,4,-13,-16,-1.6,4,-2,-1,1,0,-2
CC(C)CCNC(=O)C1CCN(C(=O)N(C)C)CC1,2,1,-1,0.2,1,-4,-3,1,0,0
O=C(N/N=C/c1cccc(OCC(=O)N2CCCC2)c1)C(=O)Nc1ccccc1F,3,2,-1,-0.1,0,3,-1,-2,2,-6
O=C(N/N=C/c1ccccn1)c1cccc(NC(=O)c2ccc(Cl)cc2)c1,1,-4,-10,-3.3,0,2,-3,-2,-7,0
O=C(C1CC(=O)N(c2ccccc2)C1)N1CCN(c2ccccc2)CC1 (configuration not stated),-2,5,-2,-2.1,4,1,2,-2,-1,-4
CCOCc1c(C(=O)N2CCN(CCOc3ccc(Cl)cc3)CC2)oc2ccccc12,0,-24,-5,-0.8,0,-4,0,-2,-3,-2
CCOC(=O)c1sc(C)c2c1NC(C)(c1cccs1)NC2=O (configuration not stated),4,-12,-9,2.8,2,1,-4,2,-1,-2
O=C(CN1CCCCC1)N/N=C/c1cccc(Cl)c1,-2,5,1,0.2,-1,2,1,2,6,-1
Cn1c2ccccc2c2cc(/C=N/NC(=O)c3cc(O)cc(O)c3)ccc21,4,-41,-30,-2.4,4,7,12,-2,2,43*
COc1ccc(C2N3CC4(C)CN2CC(C)(C3)C4=O)cc1OC (configuration not stated),0,8,-2,0.8,3,-1,6,-3,0,0
COc1cccc(NC(=O)[C@H](C)NC(=O)C2CCN(S(=O)(=O)c3ccc(C)cc3)CC2)c1,0,0,15,-1.7,-1,4,-10,0,3,-3
COc1ccc(CCNC(=O)C2CCN(C(=O)NC3CCCCC3)CC2)cc1,1,-3,-11,1.6,-1,7,-8,2,5,-5
CCN1CCCC1CNC(=O)C(=O)NC (configuration not stated),-2,1,-1,0.1,-1,2,0,0,-1,0
COCCCNC(=S)N/N=C/c1ccccc1O,6,1,-4,-2.6,3,3,16,-2,2,-2
Cc1ccc(S(=O)(=O)N2CCCC(C(=O)NCC(C)C)C2)cc1 (configuration not stated),-1,-4,0,0.2,4,0,11,-4,1,-4
CN(C)c1ccc(C2=NOC(CN3C(=O)c4ccccc4S3(=O)=O)C2)cc1 (configuration not stated),-1,7,8,-3.1,-1,0,-3,5,1,1

# Complete entries, quoted from the list. Screens in order: UHRF1 MBD2 ctr | HTRA1 inh | mABHD4 FP | PG9 binder | LEDGF integ inh | MBD2 DNA inh | TCR-CD3 inh | NR1D1 modulator | PRMT1 inh | rCAG RNA binder
# COc1cccc(NC(=O)[C@H](C)NC(=O)C2CCN(S(=O)(=O)c3ccc(C)cc3)CC2)c1 across the screens: 0 | 0 | 15 | -1.7 | -1 | 4 | -10 | 0 | 3 | -3
# CN(C)c1ccc(C2=NOC(CN3C(=O)c4ccccc4S3(=O)=O)C2)cc1 (configuration not stated) across the screens: -1 | 7 | 8 | -3.1 | -1 | 0 | -3 | 5 | 1 | 1

# Later entries.
SMILES,UHRF1 MBD2 ctr,HTRA1 inh,mABHD4 FP,PG9 binder,LEDGF integ inh,MBD2 DNA inh,TCR-CD3 inh,NR1D1 modulator,PRMT1 inh,rCAG RNA binder
Cn1nc(C(F)(F)F)c(CO)c1Sc1ccc(F)cc1,-1,3,0,-0.8,1,3,1,-2,-2,-3
N#Cc1nc(-c2cccs2)oc1NCCc1ccccc1,6,-24,-16,-4.0,6,3,4,3,-1,1
Cc1cccc(OCCC(=O)NNC(=O)c2ccoc2C)c1,-2,-1,-4,1.4,-1,-6,-7,2,0,2
Cc1ccc2nc3n(c(=O)c2c1)-c1ccccc1C(=O)NC3Cc1ccccc1 (configuration not stated),-5,/,-3,-0.1,-3,-1,8,-2,1,-1
CCOC(=O)c1c(NC(NC(C)=O)C(Cl)(Cl)Cl)sc2c1CCCC2 (configuration not stated),-3,-26,-5,-2.6,2,2,2,11,-2,-3
CC(=O)c1cccc(-c2ccnc3c2CC(C(=O)NCC2CCOCC2)O3)c1 (configuration not stated),0,/,0,-0.5,0,-1,-4,1,1,0
O=C1CSc2ccc(C(=O)NCC(c3ccco3)N3CCCCC3)cc2N1 (configuration not stated),-1,3,-2,0.2,0,1,5,4,-2,-5
CCN(CC)S(=O)(=O)c1ccc(S(=O)(=O)N(Cc2ccccn2)Cc2ccco2)cc1,1,-1,0,0.1,-1,-5,9,-1,-2,-5
O=[N+]([O-])c1ccc(N2N=C(c3ccccc3)CC2c2ccccc2O)cc1 (configuration not stated),-6,-84,-11,1.2,1,-5,1,-1,-3,32
C=CCn1c(SCC(=O)c2ccc(OC)cc2)nnc1-c1ccc2c(c1)OCO2,1,-5,10,-2.5,3,2,2,2,0,2
Cc1ccnc2nc(C(=O)OCCOc3ccccc3)nn12,-4,2,-4,-1.7,-2,-1,6,-1,-1,0
CC(=O)[C@H]1[C@H]([C@H](O)[C@H](O)CO)O[C@](O)(C(=O)O)C[C@@H]1O,1,-1,1,-1.2,0,3,0,-5,2,2
N#Cc1ccc(-c2csc(NC(=O)c3cc(-c4cccs4)nc4ccccc34)n2)cc1,5,-9,-14,0.2,-1,2,-5,-1,8,12
Cc1cccc(C)c1-n1nnnc1C(c1ccnc2ccccc12)N1CCCC1 (configuration not stated),0,/,6,0.1,4,-8,-1,-9,-4,2
O=[N+]([O-])/C(C(Cl)=C(Cl)Cl)=C(/Sc1ccccc1)N1CCCCC1,1,0,2,1.8,-5,2,-9,4,5,-4
Clc1ccc(SCc2cn3ccccc3n2)cc1,0,-1,-2,0.9,2,-4,3,0,-1,1
Cc1cccc(C)c1NC(=O)Cn1c(CN2CCCCC2)nc2ccccc2c1=O,-4,-2,6,1.3,3,-2,5,5,-1,1
COc1cccc(NC(=O)C2CC2(c2cccc(OC)c2)c2cccc(OC)c2)c1 (configuration not stated),1,-38,-19,-0.7,-1,2,0,-2,0,-3
O=C(O)CC1NC(=S)N(Cc2ccccc2)C1=O (configuration not stated),-3,-5,1,-0.9,-2,2,3,-2,0,5
COc1ccc(-c2nc3ccc(Br)cn3c2CC(C)(C)C)cc1OC,0,/,-9,1.0,0,-5,4,-4,1,1
